TRPV1 agonist: activates the human vanilloid receptor TRPV1 | 320,000 compounds, 0.19% hits | activation, % at 8.33 µM | TRPV1-expressing cells, Fluo-8 calcium influx, agonist mode; in the data active means activation above about 80%; inconclusive means between about 30% and that limit; further: 0% is about no effect
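Fluo-8 calcium influx in TRPV1-expressing cells, kinetic read (ex 480/em 520 nm). Compound added and read 3 min for agonist activity, followed by capsaicin at EC20 final and 2 min further read for enhancement.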
a7 integrin act: activators of alpha7 integrin expression for muscular dystrophy; Potency, µM (doses to about 38.3 µM), without a hit: at the highest dose activation, usual class: activators; AID 624291; alpha7betagal myoblasts, beta-gal FDG fluorescence, 48 h; 350,000 compounds, 0.064% hits;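 further: potency means the concentration at half of the fitted maximal effect; 100% = response of the positive control SU9516; nearly all actives have a fitted effect of over 60% in size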
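alpha7betagal+/- myoblasts (passage 13, 250/well) treated 48 h at 37C with compounds at 1:260 dilution of DMSO stock. Lysed, then beta-galactosidase activity read as FDG fluorescence (ex 480/em 540) after 30 min, with pre-read for autofluorescence.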
PTAP TSG101 blk: blocks PTAP/TSG101 interaction to inhibit HIV-1 budding; AID 493005; Q99816; 340,000 tested, under 10 active; Fluorescence polarization, FITC-PTAP peptide / Tsg101 binding; Potency, µM (titrated, usually from 115 µM), for the others: at the top dose activity change, negative = inhibition, most hits filed as inhibitors; active means well fitted inhibition curve with a large enough effect in the main read-out, with a control signal flat, not every such curve was filed as active; inconclusive means small, poorly fitted or top-dose-only effect, or effect the other way, or a change in a side signal; inactive means no such curve, though single readings can be large or run the other way; further: potency means the concentration at half of the fitted maximal effect; % of control where 0% means no effect
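Steps: Tsg101 binding domain dispensed (10 uM final), compounds pinned in DMSO, FITC-labeled PTAP-motif peptide added (50 nM final); after 20 min binding at room temperature, polarization measured.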
ELG1 repair inh: inhibitors of ELG1-dependent DNA repair in HEK293T cells; HEK293T ELG1-luciferase reporter, luminescence, 16 h; DNA damage induced by 5-fluorouridine; Potency, µM (top dose mostly 46.1 µM), inactives show at the highest dose activity change, negative = inhibition, usual class: inhibitors; 330,000 compounds, 2.3% hits; further: potency means the concentration at half of the fitted maximal effect; on the % scale 0 is the no-effect control and ±100 the full control effect; nearly all actives have a fitted effect of over 55% in size
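Reporter activity after DNA damage by 5-fluorouridine is monitored. Compound-treated cells incubate 16 hr at 37 °C, then ONE-Glo is added for 30 min before luminescence reading.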
B2AR arrestin: beta2AR (human) beta-arrestin recruitment activity | P07550 | Potency, µM (series often up to 46.1 µM), without a hit: top-dose activation, actives largely listed as activators | AID 492947 | 330,000 compounds, 0.02% hits | beta-arrestin recruitment to beta2AR, cell-based reporter;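 further: potency means the concentration at half of the fitted maximal effect; 0% = DMSO controls and full agonism = EC100 isoproterenol or metaproterenol; nearly all actives have a fitted effect of over 65% in size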
TCR act: activates T cell receptor signaling. primary human leukocytes, anti-CD3, IL-2 HTRF, 48 h. Potency, µM (doses to about 9.22 µM), for the others: at the top dose activation of IL-2 secretion, actives largely listed as activators. 330,000 tested, under 10 active; further: % of control where 0% means no effect
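IL-2 produced over 48 hr by a-CD3 bead-stimulated primary human leukocytes exposed to compounds was detected with a homogeneous time-resolved FRET immunoassay, 665nm acceptor signal after 320nm excitation.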
MLL CXXC-DNA inh: blocks binding of human MLL CXXC domain to DNA | Q03164 | MLL-CXXC / FITC-HOXA9 DNA fluorescence polarization | Potency, µM (titrated, usually from 115 µM), for the others: at the highest dose activity change, negative = inhibition, usual class: inhibitors | 290,000 compounds, 0.037% hits | AID 2662; active means well fitted inhibition curve with a large enough effect in the polarisation, with a control signal flat, not every such curve was filed as active; inconclusive means small, poorly fitted or top-dose-only effect, or effect the other way, or a change in a side signal; inactive means no such curve, though single readings can be large or run the other way; the % refers to the polarisation; further: potency means the concentration at half of the fitted maximal effect
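Steps: dispense CXXC domain solution (7 uM) → pin compounds or unlabeled HOX-A9 DNA control → 5 min ambient → add FLSN-HOX-A9 solution (50 nM) → spin → 30 min ambient → fluorescence polarization. Tris pH 7.5/NaCl/DTT/BSA buffer.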
BRCA1 expr up: increases BRCA1 expression | MCF7-BRCA1-FFLuc reporter, luminescence, 48 h; response scale: scaled: vehicle 0%, 10 µM genistein 100% | Potency, µM (highest dose often 46.1 µM), without a hit: at the top dose activation, actives largely listed as activators | 380,000 compounds, 1.1% hits | AID 624202; further: potency means the concentration at half of the fitted maximal effect; nearly all actives have a fitted effect of over 80% in size; some results filed as inactive show a strong effect at the top dose
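MCF7 cells carrying a BRCA1-firefly luciferase reporter (2000 cells/well, phenol-red free MEM) were attached for 2 h at 37 °C, then given compounds for 48 h. Luminescence was read 15 min after luciferase reagent; activity normalized to genistein (10 microM) and DMSO.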
p53 reactivator: restores transcriptional activity of mutant p53; H1299 p53-A138V BP100-luciferase reporter, luminescence, 24 h; Potency, µM (highest dose often 92.2 µM), without a hit: at the top dose activity change, positive = activation, usual class: activators; 320,000 compounds, 0.063% hits; AID 504706; further: potency means the concentration at half of the fitted maximal effect; % of control where 0% means no effect; nearly all actives have a fitted effect of over 45% in size
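p53-null H1299 cells stably carrying temperature-sensitive p53-A138V and a BP100-luciferase reporter were pinned with compounds (4-point, 1:5 series) and held 24 hrs at 37 deg C. Luminescence was read 10 min after detection reagent.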
AT treatment: potential ataxia-telangiectasia treatment; AID 485349; Potency, µM (doses to about 57.5 µM), for the others: top-dose activation, most hits filed as activators; […] A-T fibroblasts, KAP-1 phosphorylation AlphaLISA; neocarzinostatin DNA damage 30 min before lysis; 320,000 compounds, 0.19% hits; further: potency means the concentration at half of the fitted maximal effect; % of control where 0% means no effect; nearly all actives have a fitted effect of over 45% in size
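hTERT-immortalized A-T patient fibroblasts ([…]), 500 cells/well in OPTI-MEM, 1% FBS, got compounds for 60 min, then NCS for 30 min at 37C. Lysates were then assayed for phospho-KAP-1 by AlphaLISA (anti-pKAP1 donor, anti-KAP1 acceptor beads), 6 hr at 25C.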
* marks the source's active call; other numbers are inactive results; ? = inconclusive; · = not tested or not shown; [ ] = another dose, or the depositor's remark. Unless noted, the call rests on the fitted dose curve; in most records, active means well fitted curve in the direction sought with a large enough effect; inconclusive means small, poorly fitted or top-dose-only effect, or another doubt; inactive means no such curve, though single readings can be large; an effect the other way counts as inactive or inconclusive.

SMILES	TRPV1 agonist	a7 integrin act	PTAP TSG101 blk	ELG1 repair inh	B2AR arrestin	TCR act	MLL CXXC-DNA inh	BRCA1 expr up	p53 reactivator	AT treatment
COc1ccc(NC(=O)CSc2nnc(C3CCCCC3)n2N)cc1	0	-30%	-4%	0%	3.3%	1%	0%	7%	-5%	-8%
Cn1c(=O)c2c(nc(NCC3CCCO3)n2C)n(C)c1=O (stereo unspecified)	3	-14%	-5%	2%	-0.3%	·	6%	-16%	3%	4%
CC(C)(C)c1nc(N2CCN(C(=O)c3ccco3)CC2)c2nnn(Cc3ccccc3)c2n1	?	-65%[inhibitor]	-12%	?	-0.1%	·	3%	-85%	-6%	3%
CCn1c(N)c(C(=O)NCc2ccc3c(c2)OCO3)sc1=S	0	-12%	-3%	12%	0.2%	-8%	-3%	-26%	-2%	1%
O=C(NCc1ccc2c(c1)OCO2)c1ccc(CS(=O)(=O)Cc2cccc(Cl)c2)o1	4	11%	2%	?	-1.3%	-7%	7%	-27%	-8%	-2%
COC(=O)Cn1ccc(-c2ccc(Cl)cc2)c(C#N)c1=O	0	-17%	-5%	-19%	-0.5%	-4%	-6%	4%	-1%	5%
CCN(C(=O)COC(=O)c1cc(OC)c(OC)cc1[N+](=O)[O-])C1CCS(=O)(=O)C1 (stereo unspecified)	-2	-15%	0%	-18%	0.1%	-10%	-3%	-1%	-3%	4%
C=CCOc1ccccc1/C=N/NC(=O)Cc1ccc(C)cc1	1	-28%	-1%	1%	-0.6%	-2%	8%	-5%	·	-2%
CCC1CN(C(=O)N2CCC(C(=O)NCCc3ccc(OC)c(OC)c3)CC2)c2ccccc2O1 (stereo unspecified)	2	6%	-5%	?	1.0%	-2%	-1%	-8%	2%	8%
O=C(NCc1ccccc1)/C(=C\c1ccccc1)NC(=O)c1ccco1	0	26%	1%	12%	0.0%	2%	6%	-16%	-1%	0%
O=C(Nc1cccc(Cl)c1)c1ccc(S(=O)(=O)NCC2CCCO2)cc1 (stereo unspecified)	3	-36%	-2%	-18%	-0.9%	-12%	-4%	21%	-2%	-2%
Cc1ccc2c(c1)N(CC(=O)N1CCOCC1)C(=O)C(C)O2 (stereo unspecified)	-1	?	-7%	-2%	-0.5%	7%	-4%	-16%	4%	-3%

The last two records of the section above open the next one:
SMILES	TRPV1 agonist	a7 integrin act	PTAP TSG101 blk	ELG1 repair inh	B2AR arrestin	TCR act	MLL CXXC-DNA inh	BRCA1 expr up	p53 reactivator	AT treatment
O=C(Nc1cccc(Cl)c1)c1ccc(S(=O)(=O)NCC2CCCO2)cc1 (stereo unspecified)	3	-36%	-2%	-18%	-0.9%	-12%	-4%	21%	-2%	-2%
Cc1ccc2c(c1)N(CC(=O)N1CCOCC1)C(=O)C(C)O2 (stereo unspecified)	-1	?	-7%	-2%	-0.5%	7%	-4%	-16%	4%	-3%
CC(=O)OCC(=O)Nc1c(C)cccc1C	-2	4%	-8%	0%	-0.3%	-1%	1%	4%	1%	0%
C/C(=C\c1ccccc1)C(=O)Nc1ccc(S(=O)(=O)Nc2ncccn2)cc1	-1	-18%	-5%	18%	0.2%	3%	-7%	-9%	3%	-3%
COc1ncc(-c2ccc3c(c2)S(=O)(=O)c2cccc(C(=O)NCc4ccco4)c2C3=O)cn1	1	3%	·	-20%	0.2%	4%	·	-5%	9%	-1%
CNNC(=S)Nc1cccc(SC)c1	·	-22%	0%	3%	-0.3%	8%	-4%	7%	0%	-4%
O=CN1CCCN(Cc2nc(Cc3ccccc3F)no2)CC1	-4	-10%	-1%	3%	-0.8%	1%	3%	36%	-4%	2%
COc1ccc(-c2cc(-c3nnc(COC(=O)CC4CC5CCC4C5)o3)c3ccccc3n2)cc1OC (stereo unspecified)	2	35%	-1%	18µM*	0.3%	8%[46.1 µM]	1%	-17%	-8%	1%
CC(C)CC(=O)OC1C(N2CCOCC2)c2c(ccc(/C=C/C(=O)N3CCOCC3)c2O)OC1(C)C (stereo unspecified)	81*	-15%	0%	16µM*	-0.3%	0%	-1%	-3%	15%	1%
COc1ccccc1C1c2[nH]c3ccccc3c2CCN1Cc1cnc(C)s1 (stereo unspecified)	1	-56%[inhibitor]	-1%	?	-0.1%	-1%	-1%	-34%	1%	3%
O=C(c1ccc(C(=O)N2CCOCC2)s1)N1CCOCC1	-1	8%	-2%	-4%	0.1%	1%	3%	29%	0%	3%
N#Cc1c(=O)c2nc(NCc3ccccc3)ncc2n2ccccc12	-2	0%	-7%	14%	0.1%	-10%	-1%	-4%	-4%	0%
CC(C)C(=O)Nc1nc2cc3c(cc2s1)OCO3	10	18%	1%	?	-0.3%	-3%	-5%	?	17%	10%
Cc1ccc(CNC(=O)C2CCN(S(=O)(=O)c3ccc(Br)s3)CC2)cc1	19	3%	-8%	-22%	-0.1%	-12%	-6%	0%	5%	6%
COc1ccc(Cn2c(-c3ccco3)nc3oc4cc(OC)ccc4c(=O)c3c2=O)cc1	1	-8%	-6%	0%	-0.2%	-3%	28%	49%	?	4%
O=C(C[C@@H]1C/C=C\C[C@H](NC(=O)OCC2c3ccccc3-c3ccccc32)C(=O)OC[C@H]2CCCN2C1=O)N[C@@H](CO)Cc1ccccc1	·	-5%	-6%	15µM*	7.5%	0%	·	-47%	-9%	-14%
O=C1C2C(C(=O)N1c1ccccc1)N1CCCN1C2c1ccccc1 (stereo unspecified)	-1	-8%	-5%	15%	0.1%	3%	0%	-4%	1%	-2%
FC(F)(F)c1cc(Cl)c2nnc(-c3cccnc3)n2c1	-1	-2%	0%	4%	0.8%	7%	-6%	-15%	0%	5%
Cc1ccc(S(=O)(=O)CNC(=S)c2ccc3ccccc3c2)cc1	15	13%	-3%	9%	?	10%	1%	27%	6%	0%
O=C(NCCCN1CCN(CCCNC(=O)c2cccc([N+](=O)[O-])c2)CC1)c1cccc([N+](=O)[O-])c1	3	-16%	-5%	1%	-0.3%	-9%[46.1 µM]	7%	-10%	3%	3%
Oc1ccccc1C=NNC(=S)NN=Cc1ccccc1O	·	-35%	-3%	·	·	1%	·	-58%	·	·
CCN1CCN(c2cc(C)c3cc(NC(=O)c4cccnc4Cl)ccc3n2)CC1	3	0%	-1%	-8%	-0.8%	3%	6%	3%	0%	-3%
Cc1cccn2c(=O)c(/C=C(\C#N)C(N)=O)c(Oc3ccccc3)nc12	-5	6%	-3%	0%	0.4%	-4%	-14%	1%	13%	-11%
COCCC(=O)N1CCC(Oc2ccc(C(=O)N(C)CCCC3CCCC3)cc2)CC1	-9	?	-6%	?	-0.2%	1%	?	59%	?	14%
CC(C)(C)NC(=O)NC(=O)CN1CCN(c2ccccc2O)CC1	-3	-5%	-1%	-5%	-0.3%	-2%	14%	-20%	-5%	-3%
COc1ccc2cc(C#N)c(NC(C)C)nc2c1	13	10%	-6%	-1%	-0.5%	2%	-1%	19%	?	8%
COc1cccc(C2CC(c3ccc(C)cc3)n3ncnc3N2)c1 (stereo unspecified)	-3	-1%	-2%	15%	-0.3%	1%	0%	23%	-2%	5%
CCOCCCNC(=O)N[C@@H](Cc1ccccc1)C(=O)OC	1	-3%	-6%	2%	0.1%	-2%	-4%	30%	-3%	3%
COc1cccc2c(=O)n(CC(=O)Nc3ccc(F)cc3)ccc12	-2	11%	-4%	24%	0.3%	-4%	10%	0%	4%	3%
CN1C(=O)c2cccc(N(C)C)c2C1=O	1	16%	-5%	-18%	-0.7%	-1%	-8%	16%	-13%	11%
Cc1ccc(-n2c(Cc3cccs3)nnc2SCC(=O)Nc2ccc(S(N)(=O)=O)cc2)cc1	-2	8%	0%	?	-0.6%	7%	-1%	-9%	0%	6%
COc1ccc(NC(=O)/C(=C\c2ccco2)NC(=O)c2ccco2)cc1	3	-39%	0%	7%	0.1%	-3%	12%	-10%	8%	-8%
Cc1ccc(NC(=O)Cn2c(O)c(N=NC(N)=O)c3ccccc32)cc1	-1	-35%	1%	?	-0.7%	-1%	6%	-34%	1%	-8%
CN1C(=O)NC(c2cccc(F)c2)C2=C1CC(C)(C)CC2=O (stereo unspecified)	-1	-18%	-1%	9%	0.5%	1%	8%	11%	-1%	2%
Cc1ccc(CN(Cc2ccccc2)C(=S)NCC(=O)NCc2cccnc2)o1	17	-9%	-4%	0%	0.1%	1%	0%	8%	0%	2%
CCCCCCc1cc2cc(S(=O)(=O)c3ccc(Cl)cc3)c(=O)oc2cc1O	?	0%	0%	-19%	-3.2%	-4%	-2%	-15%	-2%	?
CCC(CC)C(=O)Nc1cccc(SC)c1	-2	·	·	6%	-0.1%	·	-4%	·	1%	1%

Screens as filed in PubChem BioAssay.

Rows were taken by chance, and some 3.8% of all compounds hit somewhere here.
